# TNAP activation fold: human TNAP enzyme activators, primary screen, biochemical, luminescent, no phosphate acceptor, uHTS (AID 1001) | activation fold at 20 µM; hits with a dose series show EC50 in µM | purified TNAP, luminescent activation assay, no phosphate acceptor; higher activation fold means a stronger effect | Alkaline phosphatase, tissue-nonspecific isozyme (Homo sapiens) | 200,000 tested, 0.03% active; in the data active = activation fold from about 3, or a potency from the dose series; inactive = the rest, 99 in 100 with activation fold below about 1.6; also: many of its hits are not listed in these tables
# M17LAP inhibition: P. falciparum M17LAP inhibitors, primary screen, biochemical, fluorogenic H-Leu-NHMec substrate, 1536-well (AID 1619) | Leucine aminopeptidase (Plasmodium falciparum (isolate 3D7)) | recombinant M17LAP, H-Leu-NHMec fluorogenic kinetic assay; higher % means a stronger effect | inhibition, % at 30 µM, or IC50 in µM where a hit was titrated | 220,000 tested, 0.38% active;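 active = compound inhibiting the enzyme by more than half at any dose during confirmatory dose-response retesting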;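 also: plate controls were full reaction with DMSO carrier for no effect and no enzyme background for full effect; strong numbers were not always called active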
# XIAP displacement: XIAP antagonists, biochemical, IAP family, fluorescence polarization (AID 1018); E3 ubiquitin-protein ligase XIAP (Homo sapiens); XIAP BIR domain, fluorescence polarization peptide displacement; higher % means a stronger effect; displacement, % at 20 µM; hits with a dose series show IC50 in µM; 200,000 tested, 0.007% active; in the data active = displacement above about 50%; also: a part of the inactive calls stands beside numbers as strong as those of hits
# Siah-1 displacement: Siah-1 peptide-binding antagonists, primary screen, biochemical, fluorescence polarization, rhodamine-plectin, uHTS (AID 1817); 290,000 tested, 0.02% active; displacement, % at 20 µM; hits with a dose series show IC50 in µM; E3 ubiquitin-protein ligase SIAH1 (Homo sapiens); Siah-1 / rhodamine-plectin peptide fluorescence polarization; higher % means a stronger effect;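 active = displacement of at least 50% at 20 µM, with a fluorescence ratio check between 0.3 and a set limit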;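 also: plate controls were Siah plus tracer with DMSO for no effect and tracer alone without Siah for full effect; strong numbers were not always called active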
# Lipid droplet: inhibitors of hepatocyte lipid droplet formation, primary screen, imaging, high-throughput imaging, BODIPY stain. AML12 mouse hepatocytes, oleate lipid droplets. inhibition, % at 6.5 µM. 240,000 tested, 0.4% active. AID 1656, 2009;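 active = lipid droplet intensity inhibited by at least 50%, with more than 500 cells counted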
#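 System: AML12 hepatocytes (mouse). Probe or stimulus: oleic acid at 100 µM to induce lipid droplet formation. Times: overnight treatment with compound plus oleate. Detection: Image-based BODIPY and DAPI two-channel analysis. Evaluation: percent inhibition of filter-corrected integrated lipid droplet intensity per well.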
# human PMI inhibitors: human PMI inhibitors, high substrate, primary screen, biochemical, fluorescence intensity, high mannose 6-phosphate (AID 1220) | Mannose-6-phosphate isomerase (Homo sapiens) | recombinant PMI enzyme, coupled fluorescence intensity; higher % means a stronger effect | 190,000 tested, 0.66% active | inhibition, % at 20 µM, or IC50 in µM where a hit was titrated
# UTI89 phage lysis: inhibition of K1F phage lysis, E. coli UTI89, bacterial capsule biogenesis inhibitors, alamar blue (AID 488966); 340,000 tested, 0.02% active; E. coli UTI89 K1F phage lysis, alamar blue, 2 h; higher % means a stronger effect; inhibition, % at 100 µM, or IC50 in µM where a hit was titrated;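 active = phage lysis inhibition, versus mean bacterial control, above a set limit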;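 also: capsule biogenesis inhibitors block K1F phage lysis so surviving cells raise fluorescence; higher fluorescence means more inhibition of phage lysis; actives were called in the ten point dose series up to 300 µM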
# M1AAP inhibition: P. falciparum M1AAP inhibitors, biochemical, fluorogenic H-Leu-NHMec substrate, 1536-well (AID 1445); one-dose inhibition, % at 30 µM; IC50 in µM for titrated hits; recombinant M1AAP, H-Leu-NHMec fluorogenic kinetic assay; higher % means a stronger effect; 220,000 tested, 0.42% active;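 active = primary inhibition above the hit cutoff, then over 50% inhibition at one or more dose response concentrations, cut at about 23% in these data, passing the limit was not always enough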;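 also: plate controls were DMSO full reaction for no effect and no enzyme background for full effect; strong numbers were not always called active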
# human PMI inhibition: inhibitors of human PMI, primary screen, biochemical, fluorescence intensity, coupled assay (AID 1209). Mannose-6-phosphate isomerase (Homo sapiens). purified PMI enzyme, coupled fluorescence intensity; higher % means a stronger effect. inhibition, % at 20 µM; hits with a dose series show IC50 in µM. 190,000 tested, 0.42% active;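 also: plate controls were DMSO vehicle for no effect and wells lacking substrate for full effect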
# Lipid droplet cells 6.5 µM: further read-out of Lipid droplet, marked with its call; cell count; measured here: cell count, cytotoxicity flag;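 cells counted across two imaged fields per well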
# * hit, by the source's call; · = no result given; [ ] = remark or other dose. Rule as the data show it, unless noted: active = inhibition above about 50%; inactive = the rest.
SMILES,TNAP activation fold,M17LAP inhibition,XIAP displacement,Siah-1 displacement,Lipid droplet,Lipid droplet cells 6.5 µM,human PMI inhibitors,UTI89 phage lysis,M1AAP inhibition,human PMI inhibition
N#CC1=C(S)N(c2ccc(F)cc2)C(c2ccco2)NC1=O (stereo not given),1.2,10%,-3.3%,3%,38,713,-9%,0.0%,2%,-8%
COc1ccccc1NC(=S)NCc1ccc2c(c1)cc(C)n2C,2.5,16%,-1.2%,-4%,-2,664,12%,0.4%,18%,12%
CN1C2=CC=CC=CC2=[N+](C)C12C=CC(=[N+]([O-])[O-])C=C2[N+](=O)[O-] (stereo not given),0.6,2%,-3.9%,5%,-11,708,32%,0.0%,22%,-5%
CN1CCN(CCC(=O)N/N=C/c2ccccc2F)CC1,·,0%,·,11%,0,675,·,0.1%,1%,·
Cc1ccc(NC(=O)CN(C)CC(=O)Nc2ccc(N3CCOCC3)cc2)cc1F,1,11%,-7.4%,3%,4,617,-2%,-2.0%,12%,-18%
CCN(CC)c1ccc2cc(-c3nnc(-c4ccncc4)o3)c(=O)oc2c1,0.8,-23%,-5.2%,0%,-4,719,-10%,3.7%,16%,3%
O=C(Cn1c(C(=O)N2CCN(C3CCCC3)CC2)cc2sccc21)c1ccccc1,1,4%,-0.9%,1%,·,·,-4%,0.6%,9%,-10%
C(=C\c1ccccc1)/CSc1nnc(-c2ccccn2)n1Cc1ccco1,1.1,9%,-3.7%,16%,-120,492,16%,0.7%,1%,19%
Cn1c(SCC(=O)Nc2cccc(F)c2)nnc1-c1cc2ccccc2o1,1.1,-4%,-2.9%,0%,-2,732,6%,1.1%,4%,7%
CC(=O)Oc1ccc2c(=O)c(/C=N/c3cc(=O)[nH]c(=S)[nH]3)coc2c1,·,-6%,·,-2%,-17,742,·,0.1%,6%,·

# Three entries already listed, ordered by the number in M1AAP inhibition, largest number first:
Structure	M1AAP inhibition
Cn1c(SCC(=O)Nc2cccc(F)c2)nnc1-c1cc2ccccc2o1	4%
N#CC1=C(S)N(c2ccc(F)cc2)C(c2ccco2)NC1=O (stereo not given)	2%
C(=C\c1ccccc1)/CSc1nnc(-c2ccccn2)n1Cc1ccco1	1%

# The list goes on:
SMILES,TNAP activation fold,M17LAP inhibition,XIAP displacement,Siah-1 displacement,Lipid droplet,Lipid droplet cells 6.5 µM,human PMI inhibitors,UTI89 phage lysis,M1AAP inhibition,human PMI inhibition
CC(=O)c1c(-c2ccc(Cl)cc2)c2ccccc2[nH]c1=O,1,·,-5.3%,-6%,7,703,11%,0.3%,·,4%
COc1ccc(CNC(=O)c2cc(COc3c(F)cccc3F)on2)cc1OC,1.1,3%,-6.2%,0%,-2,756,4%,0.4%,-3%,15%
Cc1ccc(CNC(=O)CN(CCc2ccccc2)S(C)(=O)=O)cc1,1.2,-1%,-4.9%,2%,-16,667,0%,0.7%,1%,-1%
CCOC(=O)c1c(NC(=O)C(C)S(=O)(=O)c2cn(CC)c3ccccc23)sc2c1CCCC2 (stereo not given),1.1,5%,-3.9%,3%,0,724,7%,0.1%,6%,6%
CC(C)(C)NC(=O)C(c1ccc(OCC(N)=O)cc1)N(C(=O)c1cccnc1)C1CC1 (stereo not given),0.9,13%,-3.5%,2%,·,·,-7%,4.2%,-6%,-11%
Cc1ccc(NC(=O)[C@@H]2CCCN2S(=O)(=O)c2ccccc2F)cc1S(=O)(=O)N1CCOCC1,1.1,16%,-9.2%,7%,-12,614,4%,6.4%,4%,1%
CCC(=O)Nc1ccc(C(=O)NNC(=O)COc2cc(C)ccc2C)cc1,1.8,-8%,-9.3%,0%,-8,503,7%,11%,5%,12%
Cc1cc(Br)ccc1SCC(=O)OCC(=O)NC(C)c1ccccc1 (stereo not given),1.1,9%,-9.4%,16%,3,671,6%,1.8%,0%,0%
CN1CCN(CC(=O)Nc2nc3c(s2)CCCC3)CC1,·,11%,·,-5%,-11,633,·,-1.2%,3%,·
Clc1ccc(CNc2ccccn2)cc1,1.1,0%,-5.6%,5%,2,644,8%,0.4%,6%,8%
Cc1ccc(-n2nc(-c3ccco3)cc2C(=O)NCc2cccnc2)cc1,1.1,22%,17%,-4%,·,·,-5%,-0.8%,8%,17%
CCC(C)(C)n1nnnc1C(c1ccc(OC)c(OC)c1)N1CCN(c2cccc(OC)c2)CC1 (stereo not given),1.1,4%,0.1%,-1%,31,724,24%,0.2%,0%,19%
O=C(c1ccccc1)c1n[nH]c(-c2ccccc2)cc1=O,1.1,-4%,-7.1%,-2%,-37,686,-16%,-1.1%,2%,-21%
COC(=O)CSc1ccc(C#N)c(SCC(=O)OC)c1,1.1,5%,-6.5%,-1%,·,·,-16%,-0.3%,1%,-12%
COc1ccc(NC(=O)CSc2nnc(Cc3cccn3C)n2CCc2ccccc2)c(OC)c1,1,4%,-7.9%,-4%,·,·,10%,7.4%,1%,13%
CC1=NOC2(C1)N(C)c1ccccc1C2(C)C (stereo not given),0.8,-3%,0.4%,-2%,·,·,9%,-0.7%,4%,-5%
O=C(NCc1ccccn1)c1ccc(Cn2cc(Br)cn2)o1,1.1,-1%,-1.6%,-2%,16,697,-7%,1.0%,9%,1%
CCN(CC)CCN1C(=O)C(O)=C(C(=O)c2cc3cccc(OC)c3o2)C1c1ccc(F)cc1 (stereo not given),·,6%,·,2%,-6,767,·,-0.4%,6%,·
Cc1ccccc1-n1nc2c(c1NC(=O)c1c(-c3ccccc3Cl)noc1C)CSC2,1.1,4%,2.5%,0%,·,·,4%,3.1%,20%,11%
Cc1cc(-c2nn(C)c(=O)c3ccccc23)ccc1CNC(=O)NC1CCCCC1,1.6,-4%,-7.8%,-1%,3,721,-21%,1.2%,4%,-14%
CCOC(=O)c1[nH]c(CSc2nnc(-c3ccncc3)n2CCOC)c(C(=O)OCC)c1C,1.1,-2%,-14%,2%,-7,722,2%,2.5%,0%,5%
CCCCC(=O)N(CCC)CCC,·,-6%,·,2%,29,729,·,0.6%[50 µM],-5%,·
N/C(Cn1cncn1)=N\NC(=O)C(=O)Nc1ccccc1,1.5,0%,-3.4%,-11%,0,689,6%,-1.7%,3%,-3%
CCS(=O)c1scc(-c2ccc(Cl)cc2)c1C#N (stereo not given),·,-5%,·,-2%,10,713,·,-0.5%,-3%,·
COc1ccc2c(c1)C(=O)/C(=C/C=C/c1ccccc1)CC2,1,14%,-4.3%,-5%,-2,761,33%,0.3%,6%,1%
N#Cc1cnc2sc3ccccc3n2c1=N,1.1,-3%,-0.4%,2%,16,848,-4%,-0.1%,5%,0%
COC(=O)C(N)Cc1ccc(O)cc1 (stereo not given),1.1,0%,-7.5%,-3%,-1,763,-3%,-0.3%,-4%,-4%
COc1ccc(C(CNC(=O)c2ccc(S(=O)(=O)N(C)C)cc2)N2CCCC2)cc1 (stereo not given),1.1,11%,-11%,-1%,13,697,4%,0.5%,6%,-3%
Cc1cccc(CS(=O)(=O)Cc2ccc(C(=O)NCC3CCCO3)o2)c1 (stereo not given),1.1,-9%,-7.5%,0%,0,714,7%,1.3%[50 µM],-2%,5%
O=C(NCC(=O)N(c1ccccc1F)C(C(=O)NC1CCCC1)c1ccco1)c1ccco1 (stereo not given),1.1,-2%,-2.2%,-2%,0,714,35%,-4.4%,2%,19%
CCSc1ncc(CO)c(N)n1,·,6%,·,1%,20,717,·,0.4%,0%,·
O=S(=O)(c1ccc(-c2nnc(SCc3nnc(-c4ccccc4)o3)o2)cc1)N1CCCC1,1.1,20%,-8.0%,2%,·,·,0%,0.0%,8%,0%
CCN(CC)CCOc1ccccc1C(C)=O,1.1,0%,-0.9%,2%,4,664,-7%,-3.9%,-4%,3%
Cc1cccc(N2C(=O)/C(=C\c3ccc(OC(F)F)cc3)c3ccccc3C2=O)c1,1.3,10%,-4.3%,-1%,13,664,-8%,-0.6%,5%,-2%
CCOc1ccc(C(CC(=O)O)NC(=O)CCCOc2ccc(Cl)cc2C)cc1 (stereo not given),1,10%,-8.3%,-3%,-3,705,6%,-0.1%,-1%,8%
O=C(C[n+]1ccc(/C=N/O)cc1)N1CCCCC1,·,0%,·,5%,-7,722,·,0.5%,3%,·
O=C(NCCCn1ccnc1)Nc1ccc(Cl)cc1Cl,1.1,11%,-5.7%,1%,·,·,14%,8.4%,5%,15%
O=C(CSc1nnc(-c2ccccc2)n1-c1ccc(Cl)cc1)NNC(=S)Nc1ccccc1,2,18%,-5.2%,-11%,2,579,2%,4.2%,-7%,8%
O=C(NCc1ccco1)c1cnn2c1NC(c1ccccc1)CC2C(F)(F)F (stereo not given),0.9,-3%,-5.1%,-3%,·,·,-4%,-0.8%,11%,-6%
COc1ccc(OC)c(NC(=O)C2CCC(CNc3c(N4CCOCC4)c(=O)c3=O)CC2)c1 (stereo not given),·,-4%,·,14%,10,724,·,-0.1%,-1%,·
CC(C)(C)S(=O)(=O)/C(C#N)=N/Nc1ccc(C#N)cc1,1,20%,-0.4%,3%,-1,707,-11%,1.0%,9%,-10%
CCOc1ccc2nc(NC(=O)Nc3cccs3)sc2c1,1.1,14%,-2.3%,6%,·,·,10%,-1.6%,4%,12%
O=C(Nc1cccc(Cl)c1N1CCCC1)c1ccc(Br)o1,1,9%,-0.3%,-1%,1,739,12%,0.7%,2%,17%
Cc1ccc2oc(=O)c3cc(C(=O)NCc4ccco4)sc3c2c1,1.1,2%,-2.2%,2%,·,·,5%,3.8%,-4%,0%
CC(O)CN(CCC(N)=O)CCC(N)=O (stereo not given),1.1,4%,0.5%,2%,·,·,-1%,-0.2%,-4%,8%
O=C(CSc1nnc(-c2cccs2)n1CC1CCCO1)c1cc2ccccc2o1 (stereo not given),0.9,9%,-2.0%,1%,·,·,-16%,2.9%,2%,-10%
CC(C)CCN(C)C1CCN(C(=O)Nc2c(F)cccc2F)CC1,1.1,8%,-19%,-3%,·,·,11%,0.0%,0%,11%
CN(c1ccccc1)c1nc(N)c([N+](=O)[O-])c(N2CCCCC2)n1,·,-1%,·,4%,18,720,·,1.0%,0%,·
CCOc1ccc(S(=O)(=O)Nc2ccc3c(c2)OCO3)c2cccnc12,1.1,11%,-7.7%,-4%,·,·,32%,-0.7%,-5%,13%
O=C(COC(=O)c1cnccn1)c1ccc2ccccc2c1,1.1,-12%,-8.8%,0%,-2,774,7%,0.6%,3%,13%
